Source: PubChem (Sanford-Burnham Center for Chemical Genomics)
tim23-1 inh: tim23-1 yeast growth inhibition; S. cerevisiae tim23-1 growth, BacTiter-Glo luminescence, 24 h; inhibition, % at 20 µM; actives 1.3% (n = 330,000);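 active = growth inhibition of the mutant yeast at or above 50%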;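 also: temperature-sensitive mutant grown at 25 °C; plate controls were DMSO-treated mutant yeast for no effect and medium wells lacking yeast for full effect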
TIM10 inh: TIM10 yeast growth inhibition; S. cerevisiae TIM10 strain growth, BacTiter-Glo luminescence, 24 h; inhibition, % at 10 µM; actives 1.4% (n = 330,000); AID 463195;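 active = inhibition of 40% or more at the single tested concentration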;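 also: wild-type TIM10 isogenic control strain grown at permissive 25 °C; 0% = DMSO yeast wells and 100% = minimal medium wells without yeast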
APJ ag: APJ receptor agonism | CHO-K1 APJ PathHunter beta-arrestin, luminescence; 0% DMSO wells, 100% apelin | P35414 | actives 0.11% (n = 330,000) | AID 2520 | activation, % at 20 µM;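 active = activation more than six SD over the plate average, tested at 20 µM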;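 also: 0% = DMSO alone and 100% = apelin-13 at 10 nM; some results filed as inactive read as strong as hits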
Target sequence (P35414 whole entry, looked up): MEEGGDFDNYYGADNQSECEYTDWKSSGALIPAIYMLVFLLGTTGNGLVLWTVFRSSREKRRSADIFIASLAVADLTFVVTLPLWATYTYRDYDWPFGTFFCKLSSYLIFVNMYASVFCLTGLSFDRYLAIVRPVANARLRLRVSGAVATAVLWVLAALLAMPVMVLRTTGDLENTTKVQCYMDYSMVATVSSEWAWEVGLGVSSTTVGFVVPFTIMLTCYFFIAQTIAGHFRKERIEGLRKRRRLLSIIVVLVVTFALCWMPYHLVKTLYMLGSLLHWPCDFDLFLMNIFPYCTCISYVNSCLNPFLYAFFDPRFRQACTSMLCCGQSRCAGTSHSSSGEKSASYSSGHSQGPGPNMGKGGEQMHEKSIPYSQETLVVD
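Incubation: overnight seeding, 90 min compound at 25 °C, 1 h detection; test system: PathHunter CHO-K1 APJ (AGTRL-1) beta-arrestin reporter cells; amount: 1000 cells/well; doses: one dose, 20 µM compound, 1% DMSO; measured by: beta-gal luminescence; measure: agonist-driven arrestin binding to APJ; benchmarks: negative DMSO alone, positive Apelin-13 at 10 nM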
XBP1 UPR activ: adaptive UPR (XBP1) activation | CHO-XBP1 luciferase reporter, IRE1-XBP1 UPR activation, luminescence; percent of tunicamycin response, DMSO as zero | activation, % at 20 µM | actives 0.33% (n = 330,000) | AID 463104;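 active = versus positive control, 20 µM dose yields 30% or more activation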;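 also: 100% = tunicamycin at 10 µg/mL and 0% = DMSO only wells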
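assay system = CHO-XBP1 luciferase reporter cells | amount = 1000 cells/well | buffer or medium = F12 plus 10% FBS | compound dosing = single point, 20 µM final compound, 1% DMSO | incubation = 16-18 h cell attachment at 37 °C, then 6 h compound exposure | detection = Steady-Glo luminescence read | controls = tunicamycin 10 µg/mL and vehicle-only wells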
UPR CHOP act: activators of apoptotic arm of unfolded protein response (CHOP); CHO-CHOP luciferase reporter, UPR activation, luminescence; percent of tunicamycin response over DMSO baseline; actives 0.34% (n = 330,000); activation, % at 10 µM; AID 449763;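 active = at 10 µM dose, activation of 40% or more, normalized to positive control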;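 also: 100% = tunicamycin at 10 µg/mL and 0% = DMSO alone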
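Assay system: CHO cells with stable CHOP pathway luciferase reporter; Buffer or medium: F12 plus 10% serum; Times: 16-18 h cell attachment, then 6 h compound exposure, 37 °C; Signal: luciferase luminescence; Read-out basis: percent activation relative to tunicamycin control; Control set: tunicamycin high control, DMSO low control.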
APJ antagonist: APJ receptor antagonism | CHO-K1 APJ beta-arrestin complementation, luminescence | inhibition, % at 20 µM | actives 0.32% (n = 330,000) | AID 2521;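 active = inhibition above about 40% at 20 µM, limit read from the data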;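 also: cells challenged with 10 nM apelin-13 agonist together with compound; plate controls were apelin-13 plus DMSO wells for no effect and DMSO wells lacking apelin-13 for full effect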
CXCR6 block: blocks human CXCR6 beta-arrestin recruitment | O00574 | CHO-K1 PathHunter CXCR6 beta-arrestin, luminescence | inhibition, % at 20 µM | actives 0.36% (n = 360,000) | AID 602244; in the data active = inhibition above about 34%, passing the limit was not always enough;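 also: antagonist mode with CXCL16 agonist at 10 nM final; 0% = 10 nM CXCL16 with DMSO and 100% = unstimulated wells without agonist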
Target sequence (O00574 whole entry, looked up): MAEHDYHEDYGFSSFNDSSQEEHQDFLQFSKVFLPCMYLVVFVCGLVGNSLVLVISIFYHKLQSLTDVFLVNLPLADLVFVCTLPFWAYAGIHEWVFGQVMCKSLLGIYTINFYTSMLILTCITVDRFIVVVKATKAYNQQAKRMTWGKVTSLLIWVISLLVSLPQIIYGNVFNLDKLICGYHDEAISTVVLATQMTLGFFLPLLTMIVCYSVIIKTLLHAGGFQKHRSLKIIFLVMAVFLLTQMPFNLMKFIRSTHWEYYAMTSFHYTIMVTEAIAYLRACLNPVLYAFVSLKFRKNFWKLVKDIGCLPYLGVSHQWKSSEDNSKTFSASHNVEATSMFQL
tim10-1 inh: inhibits growth of tim10-1 mutant yeast; actives 2.2% (n = 330,000); S. cerevisiae tim10-1 ts strain growth, BacTiter-Glo, 24 h; inhibition, % at 20 µM;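 active = inhibition of at least 40%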;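 also: mutant grown at 25 °C; 0% = DMSO wells with yeast and 100% = wells holding no yeast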
Mdm2-MdmX inh: human Mdm2/MdmX binding inhibition | SaOS-2 split-luciferase Mdm2/MdmX complementation, luminescence | O15151+Q00987 | inhibition, % at 8 µM | actives 3% (n = 330,000) | AID 485346;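 active = inhibition of at least 50% at 8 µM in the primary screen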
Active calls of the source: *; . = no result given. Some of the compounds tested; rates above refer to the full screens.

mol	TIM10 inh	tim23-1 inh	UPR CHOP act	XBP1 UPR activ	Mdm2-MdmX inh	CXCR6 block	APJ antagonist	APJ ag	tim10-1 inh
COc1ccc(C(=O)NNC(=O)C(=O)NC2CCCCC2)cc1	-16	-12	1.2	0	14	-8	-2	-3	-13
Cc1ccc(/C=C2\SC(=S)N(c3c(C)n(C)n(-c4ccccc4)c3=O)C2=O)cc1	16	31	-1.2	-4	10	-4	-1	5	25
Cc1ccccc1OCCN1C(=O)C(=O)c2cccc(C)c21	23	60*	0.1	8	26	38	-30	-3	45*
CCCCc1nc2cc(C(=O)N3CCN(c4cnccn4)CC3)ccc2o1	11	11	0.5	0	13	-7	6	-2	11
CSc1ncccc1C(=O)OCC(=O)Nc1ccc(S(=O)(=O)N2CCCC2)cc1	9	20	0.3	-6	-22	-1	5	-1	9
Cc1nc(C(F)(F)F)c(C(=O)N=CN(C)C)s1	7	1	-0.4	0	-4	-6	-4	0	12
CCOc1ccccc1NC(=O)CN1CCN(C(=O)C2CCCO2)CC1 (configuration not stated)	9	4	1.6	-1	-7	5	23	1	-7
Cc1ccc2occ(CN3CCN(Cc4ccccc4)CC3)c(=O)c2c1	10	10	1.0	-2	-13	.	11	0	17
COc1ccccc1CNc1ncc(-c2ccc(F)cc2)n1C	-5	17	1.3	-2	24	2	1	-4	15
C(=N\n1c2ccccc2c2ccccc21)/c1ccccc1	20	6	-1.4	-1	7	4	-3	-4	11
O=C(Cn1c2[n+](c3ccc(C(F)(F)F)cc31)CCCCC2)Nc1ccccc1	8	16	0.6	-2	-2	-12	3	1	9
O=C(O)/C=C/C(=O)Nc1ccc(C2(c3ccc(NC(=O)/C=C/C(=O)O)cc3)c3ccccc3-c3ccccc32)cc1	9	17	1.7	-3	15	13	10	-2	1
Cc1ccccc1-n1c(=O)/c(=C\c2ccco2)s/c1=C(/C#N)C(=O)Nc1ccccc1	14	7	1.1	0	20	-2	0	4	15
Cn1c(-c2ccc(C=O)s2)nc2c3ccccc3c3ccccc3c21	18	23	1.5	5	3	-18	-30	9	29
CCn1c(SCC(=O)Nc2cc(C)on2)nc2c(c1=O)SCC2	-3	9	-1.6	-3	42	3	14	6	9
Cc1ccc[n+](/C(=C\C(=C=[N-])C#N)C(=O)c2ccc(Cl)cc2)c1	-1	11	-0.6	2	17	10	0	1	1
O=C(NCc1cccs1)c1ccc(N2CCCCC2)nc1	-7	19	3.6	30	-31	-2	-20	-3	-16
O=C(COc1ccc(Cl)cc1Cl)N/N=C/C1CC=CCC1 (configuration not stated)	8	25	0.1	-7	17	-12	9	8	14
CC(C)(C)C1CCC2(CC1)CC(=O)c1ccccc1O2 (configuration not stated)	10	2	0.3	-1	11	-4	18	-4	8
COC(=O)c1ccccc1S(=O)(=O)N1CCC(C(=O)NCCC2=CCCCC2)CC1	2	-1	-0.1	-1	9	2	20	-3	-8
CCc1cccc(NC(=S)Nc2ccc(CN3CCOCC3)cc2)c1	-6	-1	0.4	-2	5	-7	-16	-3	-29
CC(=O)Oc1ccc(C(c2ccc(OC(C)=O)cc2)c2ccccn2)cc1	15	18	-2.6	-6	23	-2	2	-6	36
COc1cc(CNn2cn[nH]c2=S)cc(Cl)c1OCc1ccccc1	4	11	0.9	-2	-7	-8	12	1	21
COc1cccc(NC(=O)C2CCN(C(=O)[C@@H]3Cc4ccccc4CN3C(=O)OC(C)(C)C)CC2)c1	7	3	0.9	1	20	-6	5	-5	7
CN(C)/C=N/c1nc2ccc3c(c2s1)CCCC3	13	24	3.0	3	-89	-4	-5	4	16
O=C1CS/C(=N/N=C2CCCC2)N1	-4	5	1.3	-3	-31	2	-7	1	5
Cc1ccc(S(=O)(=O)NC(=NCc2ccccc2)c2ccc(F)cc2)cc1	8	21	-1.5	-6	3	2	-22	-3	14
Cc1ccc(N=C2NC(=O)C(CO)(CO)S2)cc1	-15	-8	1.1	-5	-17	-8	-24	-2	-8
Cc1ccc(S(=O)(=O)NNC(=O)C2COc3ccccc3O2)cc1C (configuration not stated)	-11	20	-0.4	0	-17	-3	1	-4	13
O=C(CN1C(=O)NC2(CCCC2)C1=O)Nc1nc(-c2ccccc2)cs1	-7	-3	-0.2	-1	9	-4	11	13	2
O=C(Nc1ccc(C(=O)Oc2ccccc2)c(O)c1)c1ccco1	31	36	4.3	-2	-18	-9	2	2	-6
COCCn1c(SCC(=O)N2CCCC2)nc2c([nH]c3ccccc32)c1=O	2	8	-1.5	-2	17	7	11	-2	3
CCc1c(C)nc2cc(-c3ccc(OC)c(OC)c3)nn2c1N1CCCC1	42*	49	0.2	4	23	8	2	4	41*
CC(=O)N1c2ccccc2CCc2ccc([N+](=O)[O-])cc21	11	18	2.7	-2	-17	-4	13	-2	23
COc1ccc(CCNC(=O)c2ccc(-c3cccc([N+](=O)[O-])c3)o2)cc1OC	16	3	1.0	-2	31	2	-11	1	18
COc1ccc(/C(N)=N/OC(=O)c2cc(-c3ccccc3)nc3ccccc23)cc1	82*	79*	1.4	2	2	0	-12	8	67*
CNCCCNC(=O)c1ccc(/C=N/O)nc1	9	11	-1.8	4	16	-3	18	-1	1
CC(C)N=C1NN=C(c2ccc(Cl)c(Cl)c2)CS1	12	36	0.9	-3	-188	10	-28	-4	48*
O=C(CSc1nc2[nH]ncc2c(=O)n1-c1ccccc1)c1ccc2c(c1)OCCO2	25	-4	-0.9	2	28	-4	0	2	28
Cc1cccc(NC(=S)N(Cc2ccc(Br)cc2)Cc2ccc(C(=O)O)cc2)c1	8	14	0.3	-4	-2	11	6	-3	17
CCOCCCn1c(=N)c(C(=O)NCc2ccc3c(c2)OCO3)cc2c(=O)n3cccc(C)c3nc21	9	11	2.9	0	25	8	11	-4	15
CC(=O)c1cc(CN2CCC(N3CCC(C(=O)N4CCCC4)CC3)CC2)cs1	12	9	-2.9	0	8	-8	15	-1	7
O=C(CN1CCN(CC(=O)Nc2ccc(OCc3ccccc3)cc2)CC1)Nc1ccc(F)cc1	20	14	6.0	-2	4	-7	-35	2	20
CC(=O)Nc1ccc(NCc2cccs2)cc1	-12	-4	0.2	1	9	-9	104*	0	16
Cc1cc(Cl)cc2sc(NC(=O)c3ccco3)nc12	-69	-6	8.5	5	-153	4	8	-4	-20
COc1ccc(CCNC(=O)CCN2C(=O)c3cccc4cccc(c34)C2=O)cc1OC	0	-1	1.2	4	-1	3	17	-1	16
C=CC[C@@H](CC(=O)N(CCO)Cc1ccccc1)C(=O)N[C@@H](COC(=O)[C@@H](CC=C)CC(=O)OC(C)(C)C)Cc1c[nH]c2ccccc12	4	12	2.2	-2	43	22	-5	-1	9
CCc1nnc(NC(=O)c2sc3nc4c(cc3c2N)CCCCCC4)s1	29	15	5.6	1	-91	-1	-2	1	19
Cc1cccc2c1cnn2C(=O)CCC(=O)NC1CCCCC1	8	-1	5.7	1	9	-1	-4	-1	4
Cc1ccc(CCS(=O)(=O)c2ccc(C(C)(C)C)cc2)cn1	10	17	0.1	-5	6	-9	-12	-3	30
O=[N+]([O-])c1ccc(CN2CCN(c3nc4ccccc4s3)CC2)cc1	11	10	3.8	4	-6	8	5	-3	2
N/C(=N\OC(=O)COc1ccc(Br)cc1)c1cccc([N+](=O)[O-])c1	-12	6	-2.1	-1	17	-7	-9	-5	1
CC(C)C(=O)NC(Nc1cccc([N+](=O)[O-])c1)C(Cl)(Cl)Cl (configuration not stated)	0	-36	-1.1	2	20	8	5	-4	-10
CCCCn1c(=O)c(C(=O)OCC)c(O)c2ccccc21	-18	13	-2.0	1	6	-6	-24	0	0
CC(=O)C1C(c2cn(-c3ccccc3)nc2-c2cccs2)NC(=O)NC1(O)C(F)(F)F (configuration not stated)	18	16	1.6	1	-13	-2	-3	-3	10
Cc1cc(C)cc(C(=O)NCC(=O)OCC(=O)Nc2ccc(C)cc2Br)c1	17	6	2.3	-2	2	-5	6	-1	12
O=C(Cc1ccc(F)cc1)OCn1nnc2ccccc2c1=O	-10	10	-2.1	-2	1	-11	8	-3	13
O=C(Oc1cccc(F)c1)c1ccc2c(=O)n3c(nc2c1)CCC3	5	28	5.5	-1	-3	-8	17	5	10
COc1ccc(C(=O)CSc2nc(C)cc(=O)[nH]2)cc1	-7	8	-1.5	0	13	-2	5	-1	11
CCN1CCN(C(=O)CCc2nnc3ccc(N4CCN(c5cccc(OC)c5)CC4)nn23)CC1	12	-4	-0.4	0	-5	-12	16	2	5

(list continues)
mol	TIM10 inh	tim23-1 inh	UPR CHOP act	XBP1 UPR activ	Mdm2-MdmX inh	CXCR6 block	APJ antagonist	APJ ag	tim10-1 inh
Cc1ccccc1-c1ncc(CN2CCC(CO)(CCCc3ccccc3)CC2)cn1	-25	-17	0.5	-2	19	0	-14	-2	-96
COC(=O)COc1ccc(S(=O)(=O)NCc2ccccn2)cc1	-2	3	1.3	-2	25	1	2	-2	-5
O=C(NCc1ccccc1Cl)C1CCCO1 (configuration not stated)	13	4	0.1	-2	-5	-9	17	-3	1
CC(C)NC(=O)c1cc2cc(Br)ccc2oc1=O	25	4	0.6	1	-5	1	2	-1	11
COCCn1c(-c2cccs2)nc2nc3ccccc3nc21	14	27	0.8	-4	26	-5	-17	1	18
CC(C)CC(NC(=O)C1CCC(C)CC1)C(=O)Nc1cccnc1 (configuration not stated)	-9	2	1.2	2	23	12	16	-2	14
COc1ccccc1N1CCN(C(=O)c2cc(-c3ccc4c(c3)OCO4)on2)CC1	3	19	0.8	2	14	-2	-29	-4	12
CC(C)(C)[C@@H]1COC(=O)[C@@H](Cc2ccc(F)cc2)C/C=C\C[C@H](CC(=O)N(CCO)Cc2ccccc2)C(=O)N1	0	16	6.2	-5	25	0	-12	2	12
COc1ccc(-c2nnc3c4ccccc4c(C)nn23)cc1S(=O)(=O)N1CCN(CCO)CC1	11	7	-1.1	11	1	-1	6	2	8
CCn1cc(S(=O)(=O)Nc2ccc3c(c2)OCCO3)cn1	-8	1	-3.6	-6	47	0	-24	-1	2
Cc1ccc(C)c(NC(=O)Cn2nc(C)c3ccccc3c2=O)c1	-5	8	2.0	1	2	4	1	-2	13
Oc1ccc(Nc2ncnc3ccccc23)cc1	5	7	2.4	-5	21	-6	-1	-1	9
CCOC(=O)c1ccc(N2Cc3ccccc3C2=N)cc1	-103	-221	4.2	-1	-18	9	21	3	-30
Nc1c(-c2ccccc2)cnn1-c1ccccc1	-25	9	2.9	-1	-31	3	2	-1	-21
